From PubChem
Giardia kill: kills Giardia lamblia | activity change, % at 7.66 µM, hits read low | 0.15% of 340,000 active | Giardia lamblia trophozoite viability; in the data active means activity change below about -80%; inconclusive means between about -30% and that limit;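 further: parasites exposed to compound for two days anaerobically before the ATP read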
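Luminescence from cellular ATP indicates surviving trophozoites (100 cells/well) following 48 hrs anaerobic compound treatment at 37 deg C; signal develops 15-30 min at room temperature.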
hERG WT inh: blocks the wildtype human KCNH2 potassium channel; Q12809; U2OS, BacMam KCNH2, thallium flux FluxOr; stronger effect = lower value; activity change, % at 1.84 µM; 0.37% of 340,000 active;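 active means maximum activity change below -70%; inconclusive means maximum activity change between -70% and -50%; inactive means maximum activity change above -50%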
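U2OS cells transduced with wild-type KCNH2 virus are loaded with FluxOr dye for 45 min, and thallium flux is measured in kinetic reads before and after stimulation buffer. Rate constants are normalized to DMSO controls.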
FBPA coupling cs: inhibits coupling enzyme system, counter-screen for aldolase hits; activity change, negative = inhibition, % at 58.2 µM, hits read low; AID 2472; coupling enzyme system counterscreen, AmpLite Red fluorescence; 0.67% of 290,000 active; in the data active means activity change below about -30%
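Final compound at 57.5 uM, incubated 10 min at RT with coupling enzyme reagent (glyceraldehyde-3-phosphate), then 20 min with substrate and AmpLite Red detection. Fluorescence read at 525/598 nm; tests interference with the coupling assay, not aldolase inhibition.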
GALK inh: inhibitors of human galactokinase; AID 1868; Potency, µM (highest dose often 57.5 µM), without a hit: at the top dose activity change, negative = inhibition, most hits filed as inhibitors; 0.007% of 270,000 active; Purified GALK, Kinase-Glo residual ATP luminescence; P51570; further: potency means the concentration at half of the fitted maximal effect
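Compounds were pin-transferred into ATP buffer (35 uM final), then GALK plus galactose (5 nM, 100 uM final) was added. After 1 h at room temperature, Kinase-Glo Plus was added and luminescence read after 10 min.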
Eya2 inh: inhibitors of human Eya2 phosphatase activity; AID 488837; O00167; Potency, µM (top dose mostly 76.9 µM), inactives show at the top dose activity, negative = inhibition, usual class: inhibitors; 0.006% of 330,000 active; recombinant Eya2, OMFP fluorescence dephosphorylation (OMFP is methylfluorescein phosphate); further: potency means the concentration at half of the fitted maximal effect
Target sequence (O00167 whole entry, looked up): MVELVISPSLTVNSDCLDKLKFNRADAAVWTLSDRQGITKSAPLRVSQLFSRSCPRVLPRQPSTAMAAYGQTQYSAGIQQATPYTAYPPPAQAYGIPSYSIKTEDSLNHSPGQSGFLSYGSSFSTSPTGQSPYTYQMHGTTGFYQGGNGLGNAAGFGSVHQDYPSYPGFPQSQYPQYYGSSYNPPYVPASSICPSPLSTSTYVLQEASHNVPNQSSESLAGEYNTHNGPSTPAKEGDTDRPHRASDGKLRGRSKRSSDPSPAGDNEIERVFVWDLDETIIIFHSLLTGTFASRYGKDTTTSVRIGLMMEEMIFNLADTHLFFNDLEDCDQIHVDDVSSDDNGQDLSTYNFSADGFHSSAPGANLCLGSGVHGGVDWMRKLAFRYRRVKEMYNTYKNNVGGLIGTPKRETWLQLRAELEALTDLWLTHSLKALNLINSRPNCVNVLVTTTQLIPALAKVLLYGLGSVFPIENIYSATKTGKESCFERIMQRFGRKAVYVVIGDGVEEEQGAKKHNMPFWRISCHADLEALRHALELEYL
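Eya2 protein (added as 0.2 uM solution) was preincubated with compound for 10 min at ambient temperature in 50 mM HEPES pH 7.5, 50 mM NaCl, 5 uM MgCl2, 0.05% BSA, 1 mM DTT. OMFP (added at 50 uM) then reacted 10 min; fluorescence read at 485/525 nm.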
B2AR arrestin: recruits beta-arrestin to the human beta2-adrenergic receptor | Potency, µM (doses to about 46.1 µM), inactives show top-dose activation, hits mostly activators | P07550 | AID 492947 | 0.02% of 330,000 active | beta-arrestin recruitment to beta2AR, cell-based reporter;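 further: potency means the concentration at half of the fitted maximal effect; 0% = DMSO controls and full agonism = EC100 isoproterenol or metaproterenol; nearly all actives have a fitted effect of over 65% in size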
uPA generation: cell surface uPA generation inhibition; cell surface uPA generation assay, qHTS; Potency, µM (series often up to 38.3 µM), inactives show top-dose activity change, negative = inhibition, actives largely listed as inhibitors; 0.31% of 330,000 active; AID 540303; active means well fitted inhibition curve with a large enough effect; inconclusive means small, poorly fitted or top-dose-only effect; inactive means no such curve, though single readings can be large or run the other way; tested in mouse RAW 264.7 cells; further: potency means the concentration at half of the fitted maximal effect; nearly all actives have a fitted effect of over 55% in size
PKM2 act: PKM2 (human) enzyme activation; P14618; purified PKM2, Kinase-Glo ATP luminescence, activation; response scale: 0% is enzyme alone, no compound; Potency, µM (top dose mostly 57.5 µM), inactives show top-dose activation, hits mostly activators; 0.34% of 260,000 active; AID 1631; further: potency means the concentration at half of the fitted maximal effect; nearly all actives have a fitted effect of over 55% in size
Target sequence (P14618 whole entry, looked up): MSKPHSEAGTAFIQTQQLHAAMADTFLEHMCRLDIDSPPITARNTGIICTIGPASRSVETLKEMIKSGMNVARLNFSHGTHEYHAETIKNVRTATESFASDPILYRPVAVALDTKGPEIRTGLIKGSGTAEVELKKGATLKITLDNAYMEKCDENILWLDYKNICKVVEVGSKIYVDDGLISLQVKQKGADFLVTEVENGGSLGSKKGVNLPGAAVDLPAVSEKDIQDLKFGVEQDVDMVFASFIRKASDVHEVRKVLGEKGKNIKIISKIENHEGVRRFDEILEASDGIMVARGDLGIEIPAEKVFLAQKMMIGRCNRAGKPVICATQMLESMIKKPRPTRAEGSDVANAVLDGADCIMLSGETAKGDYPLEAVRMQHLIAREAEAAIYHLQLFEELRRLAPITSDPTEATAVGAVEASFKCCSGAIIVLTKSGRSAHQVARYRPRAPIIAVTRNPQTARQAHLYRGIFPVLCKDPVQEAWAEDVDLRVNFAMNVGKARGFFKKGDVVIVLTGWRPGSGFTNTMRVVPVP
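Kinase-Glo luminescence reports ATP generated from ADP (0.1 mM) and PEP (0.5 mM) by purified hPK-M2 after 1 h at room temperature, pH 7.2 imidazole buffer; intermediate enzyme activity allows detecting inhibitors and activators.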
USP2a inh: USP2a (human) protease inhibition; O75604; USP2 core, Ub-CHOP2 coupled fluorogenic reporter, 485/531; Potency, µM (doses to about 38.3 µM), without a hit: top-dose activity change, negative = inhibition, usual class: inhibitors; 0.01% of 330,000 active;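 further: potency means the concentration at half of the fitted maximal effect; plate controls were DMSO wells for no effect and full inhibition by NEM control for full effect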
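USP2 core (10nM final) preincubated 30min RT with compound in 20mM Tris-HCl pH 8.0, 2mM CaCl2, 2mM beta-mercaptoethanol, 0.05% CHAPS; 25nM Ub-CHOP2 plus 25nM reporter substrate added, fluorescence (Ex485/Em531) read after 60min.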
KCNH2 3.1 inh: inhibitors of human KCNH2 3.1 potassium channel isoform; U2OS KCNH2 3.1, thallium flux FluxOr; stronger effect = lower value; activity change, % (tested at about 1.8 µM); 0.95% of 340,000 active; AID 720553;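 active means maximum activity change below -70%; inconclusive means maximum activity change from -70% to -50%; inactive means maximum activity change above -50%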;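 further: thallium influx rate constant from kinetic fluorescence after stimulation buffer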
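FluxOr-based Tl+ influx in U2OS cells transduced with KCNH2 3.1 virus; rate constants normalized to DMSO controls.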
BCR signal inh: chronic active BCR signaling inhibition; ABC-DLBCL IkBa-CBG/CBR reporter, luminescence ratio, 4 h; AID 493014; 0.05% of 340,000 active; Potency, µM (top dose mostly 46.1 µM), for inactives: at the highest dose ratio change, negative = lower green/red ratio, usual class: inhibitors; active means well fitted inhibition curve with a large enough effect in the signal ratio, with a control signal flat, not every such curve was filed as active; inconclusive means small, poorly fitted or top-dose-only effect, or effect the other way, or a change in a side signal; the % refers to the signal ratio;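 further: potency means the concentration at half of the fitted maximal effect; plate controls were basal doxycycline-induced cells for no effect and cells given 10 µM MG132 for full effect; MG132 reads +100%, hits lower the ratio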
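Concentration-response series (up to 46 uM) were applied to TMD8 dual-reporter cells for 4 h at 37C with doxycycline. Green/red ratio, after filter-overlap correction, defined %Activity; red signal alone was normalised to basal cells and zero luminescence.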
* = called active by the depositor; u = inconclusive; x = not tested or not shown; [ ] = another dose, or the depositor's remark. Unless noted, the call rests on the fitted dose curve; in most records, active means well fitted curve in the direction sought with a large enough effect; inconclusive means small, poorly fitted or top-dose-only effect, or another doubt; inactive means no such curve, though single readings can be large; an effect the other way counts as inactive or inconclusive. Unless noted, on the % scale 0 is the no-effect control and ±100 the full control effect.

Screens in order: KCNH2 3.1 inh	BCR signal inh	Eya2 inh	GALK inh	uPA generation	USP2a inh	hERG WT inh	B2AR arrestin	PKM2 act	Giardia kill	FBPA coupling cs
- CC(C)Cn1nc(-c2ccccc2)c2ccccc2c1=O
  -7	0%	u	1%	3%	3%	1	-0.9%	x	-23	3
- CC(C)Oc1ccc(C(CC(=O)NCc2ccco2)c2ccccc2)cc1 (stereo unspecified)
  14	20%	-10%	1%	-14%	-1%	54	0.3%	9%	39[activator]	8
- COc1ccc(NC(=O)CN(C)C(=O)c2cc(S(=O)(=O)N3CCCCCC3)ccc2OC)cc1
  1	1%	-7%	x	-1%	2%	1	0.0%	x	-7	x
- CCCc1cc(Nc2ccc(C)cc2)n2ncnc2n1
  1	-19%	-25%	0%	2%	1%	2	0.1%	3%	10	0
- CC1(C)CC[C@]2(C(=O)O[C@@H]3O[C@H](CO)[C@@H](O)[C@H](O)[C@H]3O)CC[C@]3(C)C(=CCC4[C@@]5(C)CC[C@H](O[C@@H]6O[C@H](C(=O)O)[C@@H](O[C@H]7OC[C@@H](O)[C@@H](O)[C@@H]7O)[C@H](O)[C@H]6O)C(C)(C)C5CC[C@]43C)[C@@H]2C1 (stereo partly specified)
  11	1%	7%	x	-9%	0%	-5	-0.2%	x	-16	x
- C/C(=N\Nc1nc2ccccc2[nH]1)c1ccc2c(c1)OCO2
  -17	u	-3%	0%	-11%	10%	1	0.0%	3%	10	-4
- S=C(Nc1cccnc1)N1CCCCC1
  1	0%	-20%	-3%	0%	0%	-7	0.0%	3%	19	-2
- CCOC(=O)c1c(NC(=O)C2CCCO2)sc(C)c1C (stereo unspecified)
  -16	6%	-5%	8%	-6%	-2%	-4	0.3%	-2%	-15	1
- CCOc1ccc(S(=O)(=O)NCCC(=O)NCc2ccccn2)cc1
  6	-3%	2%	x	7%	2%	-3	-1.3%	x	-19	x
- COc1ccc2[nH]cc(CCNC(=O)c3ccc([N+](=O)[O-])cc3)c2c1
  12	2%	-3%	1%	3%	2%	7	-0.1%	1%	-10	0
- Cc1ccc(C(=O)Nc2ncnc3sc4c(c23)CCCCC4)cc1
  -11	0%	11%	4%	-3%	6%	-1	-0.6%	9%	-20	-3
- COc1ccc(NS(=O)(=O)c2cc3c4c(c2)C(C)C(=O)N4CCC3)cc1 (stereo unspecified)
  4	-2%	0%	-1%	5%	2%	6	0.3%	x	12	x
- COc1ccc(-c2nc3ncccc3o2)cc1NC(=O)c1ccco1
  2	u	-14%	-2%	-10%	2%	-2	-0.2%	x	9	0
- CN(C)/C=C/C(=C\C(=O)C(F)(F)F)Nc1ccc(C(F)(F)F)cc1
  -5	-1%	-3%	-2%	-9%	0%	1	0.0%	8%	-10	3
- O=C1CC(c2ccco2)CC(O)=C1C=Nc1cc(Cl)ccc1Cl (stereo unspecified)
  21	1%	3%	-2%	4%	1%	-2	-0.6%	u	-5	1
- COc1ccc(NC(=O)c2csc(C)c2)cc1OC
  -17	u	-7%	-3%	-2%	1%	3	-0.8%	-5%	u	4
- CC(C)OCCCN(C)C1CCN(S(=O)(=O)c2ccc(-c3cc(C(F)(F)F)no3)s2)CC1
  -21	-2%	-5%	8%	8%	1%	62	-0.4%	x	u	2
- O=C(NC(C(=O)N/N=C/c1c2ccccc2cc2ccccc12)c1n[nH]c(=O)c2ccccc12)c1ccccc1 (stereo unspecified)
  23	11%	15%	-1%	-8%	1%	2	-0.2%	-5%	15	0
- COc1ccc(CN=C2NN=C(c3ccccc3)CS2)cc1
  -11	u	-5%	-2%	1%	0%	4	u	u	6	-2
- CCCCc1nc(SCC(=O)Nc2cccc(Cl)c2)n[nH]1
  6	-10%	3%	1%	4%	-1%	-3	-0.4%	1%	-1	x
- CCn1cc(Br)c(C(=O)Nc2cccc(SC)c2)n1
  -7	1%	9%	-2%	-10%	5%	-1	-0.4%	5%	-6	0
- CN1CC(=O)N(C)c2nc(Br)n(C)c2C1=O
  -11	u	6%	-1%	1%	0%	-5	-0.3%	-6%	-15	0
- O=C(c1ccco1)N1CCN(S(=O)(=O)c2ccc(Br)cc2)CC1
  -4	0%	-4%	2%	4%	-1%	-5	0.0%	x	-14	1
- COc1ccc(CCNC(=O)COC(=O)/C=C/c2cccs2)cc1
  8	3%	-16%	-2%	4%	1%	2	-0.1%	0%	2	5
- COCCCNC(=O)c1oc2ccc(S(=O)(=O)N(C)C3CCCCC3)cc2c1C
  -36	12%	-19%	1%	3%	-1%	2	0.0%	5%	7	-2
- COC(=O)C1CC(O)CN1C(=O)NC1CCCCC1 (stereo unspecified)
  15	0%	-14%	-1%	4%	0%	12	0.2%	6%	-7	3
- Cc1cccc(C(=O)Nc2ccc(CC(=O)O)cc2)c1
  -5	u	-5%	-1%	x	2%	-30	-1.5%	-7%	-6	-2
- CC(C)(C)[C@H]1COC(=O)[C@@H](Cc2ccc(F)cc2)CC/C=C/C[C@@H](CC(=O)N[C@@H](CO)Cc2ccccc2)C(=O)N1
  6	-2%	3%	x	-14%	3%	-2	-0.2%	x	-16	x
- CC(NC(=O)CNC(=O)[C@@H]1Cc2ccccc2CN1)c1ccccc1 (stereo partly specified)
  -12	3%	4%	1%	3%	2%	3	-0.7%	-8%	8	-2
- Cc1c(NS(=O)(=O)c2ccc(S(=O)(=O)c3ccccc3)s2)c(=O)n(-c2ccccc2)n1C
  7	1%	-1%	0%	2%	-1%	-1	-0.5%	4%	5	8
- COc1ccc(NC2CCCN(C(=O)CCC(=O)c3ccc(F)cc3)C2)cc1 (stereo unspecified)
  3	-1%	0%	3%	5%	1%	2	0.1%	1%	-6	-1
- Cc1ccc(S(=O)(=O)N/N=C\c2ccc(Cl)c([N+](=O)[O-])c2)cc1
  -25	0%	-16%	-1%	-13%	0%	-4	-0.2%	5%	8	5
- O=C(COc1ccc(Cl)cc1)N(Cc1ccc(F)cc1)C1CCS(=O)(=O)C1 (stereo unspecified)
  9	-16%	3%	6%	1%	1%	4	-0.3%	0%[0.46 µM]	-3	0
- CCOc1cc(/C=N/NC(=O)c2cccnc2)ccc1OC(=O)c1ccco1
  6	u	2%	0%	0%	2%	13	-0.4%	1%	19	0
- CCN(CC(=O)N1CCCC1)S(=O)(=O)c1ccc(Br)cc1
  -4	2%	3%	5%	-3%	2%	-2	-0.3%	-1%	1	4
- Oc1ccc(O)c(Cc2nc3ccccc3[nH]2)c1
  3	u	1%	-3%	-2%	1%	10	-0.5%	-37%	-13	-3
- O=c1oc2ccccc2c(Nc2ccc(O)cc2)c1[N+](=O)[O-]
  -2	u	-9%	-1%	-16%	-3%	3	0.3%	-1%	-1	-4
- CCOC(=O)c1[nH]c(=O)[nH]c1CSc1nc(C)cc(C)n1
  -1	1%	6%	-5%	5%	2%	-1	-0.1%	-7%	10	1
- CCOc1cc(/C=N/NC(N)=O)ccc1OC(=O)c1ccc(C)cc1
  x	u	6%	1%	x	-1%	x	0.2%	0%	x	0
- N#Cc1ccc(NC(=O)COC(=O)CCc2ccc(S(=O)(=O)N3CCCCC3)cc2)cc1
  2	-3%	-8%	-1%	-2%	2%	-2	-0.7%	1%	1	-2
- Cc1ccc(-c2csc(NC(=O)C[n+]3cc(-c4ccc(C)cc4)n4c3CCC4)n2)cc1
  -4	u	-29%	5%	2%	0%	-3	0.5%	-1%	-3	1
- O=C(CN1CCN(c2ccccc2F)CC1)NC(=O)NC1CCCCC1
  2	-1%	-14%	x	-3%	2%	-27	-0.5%	x	-3	x
- COc1ccc(OC)c(NS(=O)(=O)c2ccc(SC)cc2)c1
  0	-15%	9%	-2%	-13%	4%	0	-0.5%	-3%	-10	-3
- O=C(O)c1cc(-c2ccccc2)n(-c2ccccc2C(=O)O)n1
  -9	1%	21%	4%	0%	2%	-10	0.0%	9%	-12	-11
- OC(COc1ccc(Br)cc1)CN1CCC(Cc2ccccc2)CC1 (stereo unspecified)
  -104*	-6%	-7%	-1%	-18%	-1%	-117*	0.0%	4%[0.46 µM]	-20	0
- C#CCOCCOCCOCCNc1nc(N2CCN(C(=O)CCCCCCCCCCNC(=O)Cn3cc(CCCCCN)nn3)CC2)nc(N2CCN(C(=O)CCCCCCCCCCNC(=O)[C@@H](CCSC)n3cc(CCO)nn3)CC2)n1
  x	u	-14%	x	-27%	-9%	x	-0.7%	x	5	x
- CC(C)(C)n1nnnc1CN1C2CCC1CC(NC(=O)Nc1ccccc1)C2 (stereo unspecified)
  -3	4%	-9%	5%	-2%	0%	1	-0.2%	2%	-20	3
- O=C(NC(Cc1ccccc1)C(=O)NCCc1ccccn1)c1ccccc1 (stereo unspecified)
  -6	u	15%	-1%	-4%	3%	-4	-0.7%	x	3	-11
